Compound activity as filed in PubChem.
ROC1-CUL1 inh: blocks human RBX1-Cullin-1 di-ubiquitin formation. in vitro K48 di-Ub FRET, acceptor:donor ratio, 45 min. AID 1347404. inhibition, % at 10 µM. P62877+Q13616. 140,000 compounds, 0.6% hits; in the data active means inhibition above about 25%
Target sequence (P62877 whole entry, looked up): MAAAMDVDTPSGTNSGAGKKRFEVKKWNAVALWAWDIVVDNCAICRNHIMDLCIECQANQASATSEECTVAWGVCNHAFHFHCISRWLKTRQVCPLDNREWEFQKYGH
Target sequence (Q13616 whole entry, looked up): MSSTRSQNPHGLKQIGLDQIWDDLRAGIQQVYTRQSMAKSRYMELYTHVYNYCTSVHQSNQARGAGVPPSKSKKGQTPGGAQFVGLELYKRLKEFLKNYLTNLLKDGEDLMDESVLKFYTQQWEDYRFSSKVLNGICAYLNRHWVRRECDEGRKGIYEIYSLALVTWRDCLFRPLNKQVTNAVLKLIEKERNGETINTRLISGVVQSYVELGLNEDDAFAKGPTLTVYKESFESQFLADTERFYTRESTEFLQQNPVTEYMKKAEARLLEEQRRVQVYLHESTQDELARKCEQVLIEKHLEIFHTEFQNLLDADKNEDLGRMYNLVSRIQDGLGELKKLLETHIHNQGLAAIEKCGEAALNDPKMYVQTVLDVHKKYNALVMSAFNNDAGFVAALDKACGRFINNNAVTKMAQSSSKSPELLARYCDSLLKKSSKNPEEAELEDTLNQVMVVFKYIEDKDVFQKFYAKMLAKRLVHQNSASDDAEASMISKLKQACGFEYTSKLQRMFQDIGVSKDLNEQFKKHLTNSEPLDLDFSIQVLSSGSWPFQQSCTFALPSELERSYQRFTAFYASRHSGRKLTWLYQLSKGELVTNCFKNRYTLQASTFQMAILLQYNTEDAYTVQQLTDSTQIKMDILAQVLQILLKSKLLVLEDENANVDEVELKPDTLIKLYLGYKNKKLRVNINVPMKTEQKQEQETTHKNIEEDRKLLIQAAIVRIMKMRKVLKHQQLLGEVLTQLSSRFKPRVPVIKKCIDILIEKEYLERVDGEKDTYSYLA
* marks the source's active call; other numbers are inactive results. This is a subset; the hit share may differ from the screen's.

molecule | ROC1-CUL1 inh
O=C1NC(=O)N(c2ccc(F)cc2)C2=NC(CCc3ccccc3)=NC(C(F)(F)F)(C(F)(F)F)C12 (configuration not stated) | -4.3
Cc1ccc(N2C(=O)NC(=O)C3C2=NC(=O)C3(NC(=O)c2ccc(Cl)cc2)C(F)(F)F)cc1C (configuration not stated) | 2.9
Cc1ccc(-c2cn(O)c3ncnc(=O)c-3n2)cc1 | 2.6
CCCCS(=O)(=O)N1CCCC(C(=O)Nc2ccc(C)cc2)C1 (configuration not stated) | -6.9
Cc1ccc(S(=O)(=O)Nc2ccc(NC(=O)C3CCCCC3C(=O)O)cc2)cc1 (configuration not stated) | -7.7
COc1ccccc1NC(=Nc1nnc(C)s1)N1N=C(C)S[C@H]1c1ccc(C)cc1 | 7.3
Oc1ccc(/C=C/c2nc3ccccc3s2)cc1 | -6.4
Cc1cccc(-c2nc(C)c(CCNC(=O)C(=O)Nc3ccc(C)c(C)c3)s2)c1 | 0.2
Cc1nnc(NC(=O)NC(C)c2c(C)nn(C)c2C)s1 (configuration not stated) | 3.3
CCc1ccc(NC(=O)Cn2cnc([N+](=O)[O-])c2)cc1 | -0.4

(listing goes on)
molecule | ROC1-CUL1 inh
Cc1cc(Br)c(OCC(=O)N/N=C/c2ccc(-c3ccc(C)c(Cl)c3)o2)c(Br)c1 | -6.4
CCc1ccccc1NC(=O)Cn1c(=O)n(Cc2ccc3c(c2)OCO3)c(=O)c2ccc(C(=O)NC3CCCCC3)cc21 | -3.9
Cc1ccc(-c2[nH]nc3c2C(c2cccc(F)c2)C(C#N)C(=N)O3)cc1C (configuration not stated) | -5.5
CSCC(=O)N1CCCC(CCc2ccccc2C)C1 (configuration not stated) | -2.0
COc1ccc(/C=N/N=C2NC(=O)CC(C(=O)Nc3cccc(OC)c3)S2)cc1 (configuration not stated) | 0.1
CC(C)n1cc(CN2CCC(n3nccc3NC(=O)C3CCOC3)CC2)cn1 (configuration not stated) | -7.5
Cc1nnc(NCc2ccccc2)c2c1nnn2Cc1ccc(F)cc1 | -15.2
Cc1nn(C)c(Cl)c1CNC1CCCc2c1cnn2-c1ccccn1 (configuration not stated) | 7.7
COc1ccc2cc3cc(C(=O)NCCc4ccccc4)sc3nc2c1Cl | 7.5
CCOC(=O)c1cnn2c(C)cc(-c3ccc(OCCC(C)C)cc3)nc12 | -6.8

New compounds follow:
molecule | ROC1-CUL1 inh
CCCNC(=O)c1cccc(NS(C)(=O)=O)c1 | 12.4
CN(C)CCOC(c1cccc(Cl)c1)c1ccccc1Cl (configuration not stated) | 5.3
Cc1ccc2nc(Cl)c3cc(C(=O)NC4CCC(C)CC4)sc3c2c1 (configuration not stated) | -14.8
Cc1ccc(C(=O)C2C(=O)C(=O)N(CC3CCCO3)C2c2cccc(Oc3ccccc3)c2)o1 (configuration not stated) | 5.0
COc1ccc(CNC(=O)c2cc3ccccn3n2)c(OC)c1 | -7.4
COc1ccc(Cl)cc1NC(=O)C1CCCC1 | 6.5
C=CCOc1ccc(C(=O)N2CCN(c3cccc(C)c3C)CC2)cc1 | 5.2
CNc1ncc(-c2cc(C(=O)N3CCCCC3)c3cc(Cl)ccc3n2)cn1 | 3.6
CCOC(=O)c1ccccc1Sc1ccc(SC)cc1 | -9.0
COc1cc(OC)c(NC(=O)c2ccc3nc(C(C)C)oc3c2)cc1Cl | -4.6

Rewritten as labelled records: entries from further up.
> CN(C)CCOC(c1cccc(Cl)c1)c1ccccc1Cl (configuration not stated)
  ROC1-CUL1 inh: 5.3
> Cc1ccc2nc(Cl)c3cc(C(=O)NC4CCC(C)CC4)sc3c2c1 (configuration not stated)
  ROC1-CUL1 inh: -14.8

Next part:
molecule | ROC1-CUL1 inh
CCOC(=O)c1ccccc1NC(=O)c1ccc([N+](=O)[O-])o1 | -2.7
CC1(C)CC(=O)C2=C(C1)NC(=O)CC2c1ccc(Br)cc1 (configuration not stated) | -0.9
Cc1ccc2oc(C(=O)N(Cc3ccccc3F)C3CCS(=O)(=O)C3)c(C)c2c1 (configuration not stated) | -0.6
COc1ccc(C2=Cc3cc(OC)c(OC)cc3C(c3cc(C(C)(C)C)c(O)c(C(C)(C)C)c3)S2=O)cc1OC (configuration not stated) | 8.5
Cc1ccc(-c2noc(-c3nnn(-c4cccc(C(F)(F)F)c4)c3N)n2)cc1 | -11.7
COc1ccccc1Nc1ncc2c(n1)CCN(Cc1ccc(C)s1)C2 | 3.8
CC(C)(C)c1ccc(C(=O)NC(Cc2ccccc2)C(=O)OCC(=O)c2ccccc2)cc1 (configuration not stated) | 0.6
CCc1ccccc1NC(=O)N1CC(C)Sc2ccccc21 (configuration not stated) | -2.4
COc1ccc(NC(=O)c2ccc3c(c2)CCN3S(=O)(=O)c2ccccc2)cc1 | -6.1
CCc1nc(CN2CCC(Oc3ccc(C(=O)N4CCCC4)cc3)CC2)c(C)[nH]1 | -4.1

(list continues)
molecule | ROC1-CUL1 inh
COc1ccc(-c2nnc(SCC(=O)Nc3c(C)cccc3C)nc2-c2ccc(OC)cc2)cc1 | 1.2
CCOC(=O)c1ccc(N=c2ssc3c2-c2cc(OC)ccc2NC3(C)C)cc1 | 9.3
CCOC(=O)C1(C/C=C/c2ccccc2)CCCN(C(=O)C(=O)c2ccco2)C1 (configuration not stated) | 8.8
Cc1ccc(NC(=O)c2sc3nc(-c4ccccc4)cc(-c4ccc(C(C)(C)C)cc4)c3c2N)c(C)c1 | -0.8
NC(=O)Cn1cc(/C=C2\SC(=NCc3ccccc3)N(Cc3ccccc3)C2=O)c2cc(Br)ccc21 | -1.0
O=C(NNC(=O)c1ccccc1Br)c1ccc(Br)cc1 | 5.1
COc1ccc(S(=O)(=O)N2CCN(c3cccc(Cl)c3)CC2)c(Cl)c1Cl | -2.2
CCOC(=O)N1CCN(S(=O)(=O)c2cc(Cl)c(C)cc2OCC)CC1 | -10.4
COc1ccc(C2C3=C(CC(c4ccccc4)CC3=O)OC(=N)C2C#N)cc1OC (configuration not stated) | -5.8
Cc1ccccc1CNC(=O)Cc1csc2ccccc12 | 0.7

Continuation:
molecule | ROC1-CUL1 inh
CCOC(=O)c1sc2nc3n(c(=O)c2c1C)CCCC3C(=O)OCC (configuration not stated) | -10.2
Cc1ccccc1-c1nc2c(c(SCc3cccc(Cl)c3)n1)Cc1c(CO)cnc(C)c1O2 | 3.2
CCCCCOC(=O)CN1C(=O)c2c(Cl)c(Cl)c(Cl)c(Cl)c2C1=O | -10.2
O=c1c2ccccc2nc(CSc2ncnc3ccccc23)n1-c1ccccc1C(F)(F)F | 9.9
c1ccc(CN2CCCC(N3CCCC3)C2)cc1 (configuration not stated) | 2.6
COCc1ccc(C(=O)Nc2ccc(-c3nc(CNC(=O)c4ccc5c(c4)OCO5)c(C)o3)cc2)o1 | 3.8
CCN(Cc1ccccc1)Cc1c(O)ccc2oc(C)c(C(=O)Nc3ccccc3C)c12 | 2.6
CC(C)CCNS(=O)(=O)c1ccc(F)cc1 | 0.0
CCCc1nn2c(=O)cc(COC(=O)c3cccc(NC(=O)c4ccc(OCC)cc4)c3)nc2s1 | -0.4
COc1ccc2c(CNCCc3ccccc3)c(C(=O)O)n(Cc3cccc(F)c3)c2c1 | 3.0

(next part)
molecule | ROC1-CUL1 inh
OC[C@@H](O)C1OC2NC(=S)OC2C1O (some centres not stated) | -1.5
O=C(CCC(=O)Nc1ccccc1)NNC(=O)[C@@H]1CCCC[C@@H]1C(=O)O | 0.8
Cc1ccc(-c2nc3cccc(C)n3c2Nc2ccc3c(c2)OCCO3)cc1 | 7.2
CC1CN(Cc2ccc(C#CC(C)(C)O)cc2)Cc2cc(Cl)ccc2O1 (configuration not stated) | -2.4
COc1ccc(S(=O)(=O)N(CC(=O)Nc2ccc3c(c2)OCO3)c2ccc(C)cc2)cc1 | -10.5
COCCN(Cc1ccccn1)C(Cc1ccccc1)C1CCN(Cc2c(O)cccc2OC)CC1 (configuration not stated) | 5.6
CCc1cccc(C)c1NC(=O)C1=C(C)C(=O)OC12CCC(C)CC2 (configuration not stated) | 1.7
CC1(C)CC(=O)C2=C(C1)N(c1ccccc1)C(=N)C(C(=O)c1ccccc1)C2c1ccccc1Cl (configuration not stated) | 0.4
CN(C)S(=O)(=O)N(CC(=O)NCCSc1ccc(Cl)cc1)c1ccccc1 | -6.8
O=C(NCCO)c1ccc(Br)cc1Br | 1.5

Other records.
molecule | ROC1-CUL1 inh
O=C(N/N=C/c1cccc(Cl)c1Cl)c1ccc(O)cc1O | -6.1
C=CCn1c(SCc2ccc3c(c2)OCO3)nc2sc3c(c2c1=O)CC(C)(C)OC3 | -0.9
O=C(Cn1c(=O)sc2ccccc21)Nc1ccccc1Sc1ccccc1 | 0.6
CCn1ccnc1CN1CCCC(Nc2ccc(OC)c(OC)c2)C1 (configuration not stated) | -5.5
Cc1ccccc1NC(=O)C(C)(C)NC(=O)c1cccc(N2C(=O)CSC2c2ccccc2)c1 (configuration not stated) | 6.0
Clc1ccccc1C1=NC2=S(SC(c3ccccc3)=N2)S1 (configuration not stated) | -1.3
CC1CCN(S(=O)(=O)c2ccc(NC(=O)CSc3ccccc3)cc2)CC1 | -10.9
COc1cccc(OC)c1C(=O)Nc1nnc(C)s1 | 4.1
COC(=O)C1=C(C(=O)OC)SC(=C2C(=S)C(C)(C)N(C(=O)CN3C(=O)c4ccccc4C3=O)c3c(C)cccc32)S1 | 2.1
CN(CCn1ccnc1)C(=O)c1ccc(OC2CCN(C(=O)C3CC3)CC2)cc1 | 9.4

Random excerpt: 7 records from the list.
molecule | ROC1-CUL1 inh
Clc1ccccc1C1=NC2=S(SC(c3ccccc3)=N2)S1 (configuration not stated) | -1.3
COc1cccc(OC)c1C(=O)Nc1nnc(C)s1 | 4.1
CC1CCN(S(=O)(=O)c2ccc(NC(=O)CSc3ccccc3)cc2)CC1 | -10.9
O=C(N/N=C/c1cccc(Cl)c1Cl)c1ccc(O)cc1O | -6.1
CCn1ccnc1CN1CCCC(Nc2ccc(OC)c(OC)c2)C1 (configuration not stated) | -5.5
COC(=O)C1=C(C(=O)OC)SC(=C2C(=S)C(C)(C)N(C(=O)CN3C(=O)c4ccccc4C3=O)c3c(C)cccc32)S1 | 2.1
CN(CCn1ccnc1)C(=O)c1ccc(OC2CCN(C(=O)C3CC3)CC2)cc1 | 9.4

Continued.
molecule | ROC1-CUL1 inh
CCOC(=O)C1=C(C)N=c2s/c(=C\c3cccs3)c(=O)n2C1c1ccc(OC)cc1 (configuration not stated) | 2.7
CC(Oc1ccc2ccccc2c1)C(=O)N1CCOCC1 (configuration not stated) | -1.2
O=C1CC(=NC2=NCCCCC2)NN1c1ccccc1 | -1.1
O=C1C2C(c3cccc(Br)c3)OC3(C(=O)c4ccccc4C3=O)C2C(=O)N1c1ccc([N+](=O)[O-])cc1 (configuration not stated) | -1.7
CCOC(=O)c1ccc(NC(=O)C2=CC3C(=O)CC(c4ccccc4)CC3=NC2=O)cc1 (configuration not stated) | -8.6
Cc1nnc(SCC(=O)N2CCN(Cc3ccccc3)CC2)s1 | 3.3
O=C1N(c2ccccc2)c2ccccc2C12CCCCC2 | 8.8
Brc1ccc(CNC(c2ccccc2)c2ccccc2)cc1 | -3.3
COC(=O)CC1=NC(=NC(=Nc2ccc(Oc3ccccc3)cc2)NC(=O)c2ccccc2)NC(=O)C1 | 1.2
CCCS(=O)(=O)N1CCc2[nH]nc(C3COc4ccccc4O3)c2C1 (configuration not stated) | 12.1

More results follow:
molecule | ROC1-CUL1 inh
COc1ccc(NC(=O)CC2C(=O)N(c3ccccc3)C(=O)N2C2CCCCC2)cc1 (configuration not stated) | -5.2
CCCCN(Cc1ccccc1)C(=O)c1oc(=O)c2ccccc2c1-c1ccc(C)cc1 | -5.1
CCCCn1cc(S(=O)(=O)c2ccc(CC)cc2)c(=O)c2cc(F)c(N3CCOCC3)cc21 | -3.1
CSc1cnc2c(N)nc(N(C)C)nc2n1 | -1.2
Cn1cnc2c(=O)oc3ccc(S(=O)(=O)Nc4ccc(F)cc4)cc3c21 | -0.2
Nc1c(C(=O)Nc2cccc(Cl)c2Cl)sc2nc(-c3cccs3)ccc12 | 1.5
COc1ccc(-c2cc(C(=O)Nc3cnn(Cc4ccc(F)cc4)c3)no2)cc1OC | -0.1
CCN(CC)C1OC(=O)c2cccc3cccc1c23 (configuration not stated) | -0.3
Cc1ccc(Cn2c(C)c(CNC(C)c3ccccc3)c(C(=O)O)c2C)cc1 (configuration not stated) | 3.2
CC(C)n1c(/C=C(/OC(=O)c2ccc(F)cc2)c2ccc(F)cc2)nc2ccccc21 | -1.0

Next records
molecule | ROC1-CUL1 inh
COc1ccc(Cl)cc1-c1nc(N)nc(NN2CCSCC2)n1 | 0.6
COc1ccc(N(CC(=O)Nc2cccc(C(C)=O)c2)S(=O)(=O)c2ccccc2)c(OC)c1 | -3.3
Cc1cc(NC(=O)c2sc3nc(-c4cccs4)ccc3c2N)ccc1Br | -1.7
Cc1nn(-c2ccc(F)cc2)c(-n2cccc2)c1C(=O)N1CCN(c2ccccc2F)CC1 | 2.3
CCOC(=O)c1[nH]c2c(c1Cc1ccccc1)C(=O)CC(c1ccc(Cl)cc1)C2 (configuration not stated) | -6.0
Cc1cc(C)nc(SCc2nn3c(-c4cccc(C(F)(F)F)c4)nnc3s2)n1 | 1.9
Clc1ccc(Cl)c(NCn2cncn2)c1 | -0.5
CC(C)(C)C(=O)N1CCN(S(=O)(=O)c2cccs2)CC1 | -4.7
Cc1ccc(S(=O)(=O)C2CC(C)C(=O)N(Cc3ccccc3)C2=O)cc1 (configuration not stated) | 7.2
CC(C)C(=O)Nc1ccc(S(=O)(=O)Nc2nccs2)cc1 | -1.4

Remaining list, next part:
molecule | ROC1-CUL1 inh
O=C(O)c1ccc([N+](=O)[O-])c(Cl)n1 | -10.2
COc1ccccc1N(CC(=O)NCCSc1ccccc1)S(=O)(=O)c1ccc(C)cc1 | 1.3
[S-]C(=Nc1ccc(Cl)cc1)N[n+]1ccccc1 | 3.5
CCC(=O)Nc1ccc(C(=O)OCC(=O)c2ccc(F)cc2)cc1 | -15.2
O=C(O)CCC(=O)Nc1ccc(N2CCN(c3ccc(F)cc3)CC2)cc1 | -0.7
Cc1c(Cl)cccc1NC(=O)C1CC(=O)N(c2cccc(Cl)c2C)C1 (configuration not stated) | -3.2
Cc1nc(-c2ccc(F)cc2)sc1CCNC(=O)Cc1ccc(F)cc1 | -18.8
O=c1c(SCc2ccc(Cl)c(Cl)c2)c(Cl)cnn1-c1ccccc1 | -10.9
